aSyn UTR inh: MLPCN primary screen, SNCA 5' untranslated region | alpha-synuclein 5'UTR reporter, inhibitor activity | inhibition, % (tested at 7.5 µM) | 300,000 tested, 0.82% active | AID 1813; in the data active = inhibition above about 60%; inconclusive = no clear call, values can overlap the other calls;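 also: H4 neuroglioblastoma cells stably carrying SNCA 5'UTR luciferase fusion; 0% = DMSO wells and 100% = positive control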
PolyA inhibitor: blocks polyadenylation in yeast reporter cells. calls only at 12 µM. 300,000 tested, 0.02% active. S. cerevisiae SKY197-pL101 polyadenylation reporter, beta-gal luminescence; efflux-impaired pdr1/pdr3 knockout yeast; score 100 = 6 SD above DMSO. AID 1875;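 active = lowest replicate activity score at least 50, where 100 means six control SD above control mean; inconclusive = lowest score under 50 but half or more replicates reach 50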;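 also: yeast exposed to compound for 9 h at 30 °C; higher score means more reporter readthrough which indicates perturbed polyadenylation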
HSP90 refold inh: inhibitors of HSP90 luciferase refolding in rabbit reticulocyte lysate; luciferase refolding luminescence, 3 h; inhibition, % at 5.6 µM; 290,000 tested, 0.91% active; AID 1789;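 active = inhibition above the screen-wide mean plus 3 SD, computed separately per campaign, cut at about 16% in these data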;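 also: 0% = DMSO wells and 100% = 60 µM geldanamycin wells; inhibitors lower the luminescence because luciferase stays unfolded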
GSK3A inh: human GSK-3 alpha kinase inhibition; P49840; 320,000 tested, 0.1% active; ADP-Glo luminescence, 60 min; inhibition, % at 10 µM;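 in the data active = inhibition above about 50%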;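 also: GST-tagged GSK-3 alpha with peptide substrate and 25 µM ATP; 0% = DMSO neutral wells and 100% = GW8510 positive control wells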
Target sequence (P49840 whole entry, looked up): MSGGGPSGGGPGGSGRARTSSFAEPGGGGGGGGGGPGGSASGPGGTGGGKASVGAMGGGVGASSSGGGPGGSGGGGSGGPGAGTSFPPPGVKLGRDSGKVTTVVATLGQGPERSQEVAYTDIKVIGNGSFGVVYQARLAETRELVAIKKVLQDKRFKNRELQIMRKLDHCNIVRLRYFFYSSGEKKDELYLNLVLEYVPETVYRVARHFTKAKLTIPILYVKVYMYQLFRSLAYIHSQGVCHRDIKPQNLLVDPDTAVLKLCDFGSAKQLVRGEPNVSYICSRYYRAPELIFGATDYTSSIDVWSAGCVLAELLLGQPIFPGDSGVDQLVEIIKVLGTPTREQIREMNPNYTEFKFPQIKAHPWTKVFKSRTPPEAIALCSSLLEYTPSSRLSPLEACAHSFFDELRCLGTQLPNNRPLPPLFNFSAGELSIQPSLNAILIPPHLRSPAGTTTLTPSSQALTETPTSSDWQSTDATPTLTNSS
AI-2 QS mod: modulates the Vibrio harveyi AI-2 quorum sensing system; Vibrio harveyi JMH597 AI-2 luminescence/OD600 ratio, 9 h; active compounds read low; strain lacks LuxN and CqsS sensors; 0 = neutral-control median; activity change, % at 7.5 µM; 300,000 tested, 0.4% active; AID 2094; in the data active = activity change below about -75%, passing the limit was not always enough; inconclusive = no clear call, values can overlap the other calls;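 also: luminescence divided by OD600 gain over 9 h not by final OD600 alone; inactives centre near 13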
HSF-1 act: increases HSF-1 driven luciferase reporter signal; 300,000 tested, 1.7% active; NIH3T3-HGL HSF-1 luciferase reporter, MG132, 8 h; 100% = twice DMSO control signal; AID 504408; activation, % at 9 µM;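 active = mean replicate activation of at least 50% with a set share of replicates each reaching 50%; inconclusive = only one of those two conditions met; inactive = mean below 50% and too few replicates reaching it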;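 also: 0% = median of the neutral control wells and 100% = twice that signal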
IEC-6 cytotox: kills IEC-6 intestinal cells in KLF5 counter-screen | AID 1825 | IEC-6 cytotoxicity, luminescence viability | 290,000 tested, 0.78% active | inhibition, % at 5 µM; in the data active = inhibition above about 22%;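 also: 0% = plate median of test compound wells and 100% = cytotoxic reference compound wells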
GSK3B inh: human GSK3beta kinase inhibition. activity score (negative = inhibition), % at 10 µM. AID 2097. 300,000 tested, 0.038% active. P49841. GST-GSK3beta kinase, ADP-Glo luminescence, 60 min; active compounds read low;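 active = more than half of replicate wells score below -50%, meaning over 50% inhibition versus plate controls; inconclusive = some replicates but at most half score below -50%; inactive = no replicate scores below -50%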;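 also: 0% = median DMSO wells and -100% = median GW8510 positive control wells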
Target sequence (P49841 whole entry, looked up): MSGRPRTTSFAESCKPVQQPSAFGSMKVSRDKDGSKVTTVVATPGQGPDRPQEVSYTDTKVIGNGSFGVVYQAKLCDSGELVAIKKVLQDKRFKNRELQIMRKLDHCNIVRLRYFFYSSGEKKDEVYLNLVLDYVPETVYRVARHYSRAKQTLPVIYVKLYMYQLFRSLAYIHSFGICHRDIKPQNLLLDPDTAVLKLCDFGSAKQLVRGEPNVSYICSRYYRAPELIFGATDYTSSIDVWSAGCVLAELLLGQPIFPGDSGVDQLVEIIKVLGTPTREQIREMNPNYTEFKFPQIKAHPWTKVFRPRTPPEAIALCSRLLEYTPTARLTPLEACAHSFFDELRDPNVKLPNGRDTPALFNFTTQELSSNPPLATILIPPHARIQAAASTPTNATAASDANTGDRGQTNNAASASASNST
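Assay system: GST-fused GSK3beta enzyme, cell-free / Medium: Tris pH 7.5 buffer with MgCl2, DTT, BSA, heparin / Also added: peptide substrate plus 25 µM ATP (final) / Compound: 10 µM single point / Timing: kinase reaction with compound 60 min at room temperature / Detection: ADP-Glo luminescence / Benchmarks: DMSO neutral wells and GW8510 at 20 µM as positive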
KLF5 inh: kruppel-like factor 5 inhibition | DLD-1 KLF5 promoter-luciferase reporter, luminescence | 290,000 tested, 0.23% active | inhibition, % at 5 µM | AID 1700;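 active = inhibition above a per-plate limit of that plate's mean compound inhibition plus 3 SD, cut at about 60% in these data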;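 also: 0% = DMSO wells and 100% = LY294002 at 200 µM; higher means less KLF5 promoter-driven luciferase light; inactives centre near -14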
HSF1 inh: HSF1 inhibition; activity change, negative = inhibition, % at 7.5 µM (by protocol); NIH3T3-HGL HSE-luciferase, MG132-induced, luminescence 8 h; active compounds read low; 300,000 tested, 0.77% active;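 active = more than half of replicate wells show activity change below -50%, luminescence cut by over half; inconclusive = some wells, but at most half, below -50%; inactive = no replicate well below -50%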;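 also: luciferase reports HSF-1 transcriptional activity via heat shock element; 0% = median of DMSO wells and -100% = zero luminescence signal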
The depositor's hits bear a star; i = inactive; ? = inconclusive; / = no result given; & = joins results of further samples. Not all compounds are listed; rates above refer to the full screens.

mol	aSyn UTR inh	PolyA inhibitor	HSP90 refold inh	GSK3A inh	AI-2 QS mod	HSF-1 act	IEC-6 cytotox	GSK3B inh	KLF5 inh	HSF1 inh
O=C(CCC(=O)N(CC(=O)NC1CCCCC1)Cc1ccccc1)Nc1ccccn1	9	i	-1	-3	14	-10	2	-1	-1	-1
C=CCNc1nc2c(c(=O)[nH]c(=O)n2C)n1CCOc1ccccc1	9	i	-6	1	21	-4	0	1	-11	-8
CCc1ccccc1NC(=O)CCCN1C(=O)C2CC=CCC2C1=O (stereo unspecified)	-20	i	-2	-1	11	8	0	-1	-45	12
CC(=O)c1cccc(OCCN2C(=O)NC(C)(C)C2=O)c1	14	i	-1	-1	25	10	5	-2	-22	2
CC12CCC(=O)N1C(C(=O)N1CCN(S(=O)(=O)c3cccc(C(F)(F)F)c3)CC1)CS2 (stereo unspecified)	4	i	/	/	15	28	/	1	/	5
CCCCCCCC(=O)NNC(=O)c1ccc(F)cc1	-14	i	-1	/	10	-6	1	-1	-1	1
CCOC(=O)c1c(C)nc2sc(C(N)=O)c(N)c2c1-c1ccccc1	16	i	-3	4	11	-1	0	0	-35	-5
CCC(C)Cn1c(C(C)C)nc2ccccc21 (stereo unspecified)	1	i	0	1	10	2	0	-4	1	-9
CN(C(=O)COC(=O)c1cc([N+](=O)[O-])ccc1Sc1ccccc1)C1CCS(=O)(=O)C1 (stereo unspecified)	15	i	6	-2	-52	16	1	1	-4	2
COc1ccc(/C=N/NC(=O)c2cccc(Br)c2)cc1COc1ccccn1	-5	i	-3	-3	12	5	2	-2	-17	0
O=C(N/N=C/c1c(O)ccc2ccccc12)c1ccc[n+](CCO)c1	-4	i	6	2	10	11	0	-4	-14	2
CCOC(=O)c1cc2c(=O)n3ccccc3nc2n(CCOC)c1=NC(=O)c1ccncc1	5	i	4	-1	18	-8	0	1	20	3
CCOc1ccc(/C=C(\C#N)C(=O)NC2CC2)c(OCC)c1	15	i	/	-1	20	12	/	0	/	4
O=C(CCCn1c(=O)[nH]c2ccc(Br)cc2c1=O)NCc1ccc(Cl)cc1	18	i	0	0	5	16	-3	-2	3	-3
COc1ccccc1NC(=O)/C(=C\c1cccnc1)NC(=O)c1ccccc1	-7	i	-1	-1	/	4	-7	/	-2	-8
C[C@H](NC(=O)c1ccccc1Cl)C(=O)OCCOc1cccc(Cl)c1	-12	i	-7	-11	7	/	4	-1	-23	/
O=C(COC(=O)CNC(=O)c1ccc(Br)o1)Nc1ccc2c(c1)OCCO2	8	i	-1	-2	20	8	-2	-2	-7	-7
CSc1ccccc1C(=O)NCCCn1ccnc1	-3	i	0	-1	0	-4	2	-1	-21	-11
COc1ccc(-c2nnn(CC(=O)c3ccc4c(c3)OCCO4)n2)cc1OC	12	i	-3	-3	15	14	-2	2	-9	15
CC(C)C(NC(=O)c1cccs1)C(=O)NC1CCCCC1 (stereo unspecified)	-9	i	-2	-3	28	6	-3	4	11	-8

Next part
mol	aSyn UTR inh	PolyA inhibitor	HSP90 refold inh	GSK3A inh	AI-2 QS mod	HSF-1 act	IEC-6 cytotox	GSK3B inh	KLF5 inh	HSF1 inh
Cc1ccc(CN2CCN(Cc3cnc(C)s3)CC2CCO)o1 (stereo unspecified)	-5	i	-3	/	26	-1	0	2	-2	-3
S=c1[nH]nc(-c2cnccn2)n1-c1ccccc1	-5	i	6	0	10	-75	6	2	-13	-67*
Cc1ccc(NC(=O)c2ccc(S(=O)(=O)N3CCCC3)cc2)cc1	26	i	-2	0	11	-4	5	-2	0	0
O=C(O)c1ccc(N=NNc2cccc([N+](=O)[O-])c2)cc1	-107	i	7	5	20	27	-2	-1	-107	-3
CC(C)(C)NS(=O)(=O)c1ccc(NC(=S)NC(=O)C2CCC2)cc1	-6	i	0	-1	17	-17	4	0	-9	5
Nc1ccn(Cc2ccc(F)cc2)n1	-4	i	-2	0	6	-5	-1	2	10	-2
COc1ccc(CC(=O)OCC(=O)NCCNC(=O)COC(=O)Cc2ccc(OC)cc2)cc1	-10	i	/	-1	19	11	/	1	/	-4
COc1cccc(-n2c(SCC(=O)NCCC3=CCCCC3)nc3n[nH]c(C)c3c2=N)c1	13	i	2	1	1	12	4	0	-11	2
CC(=O)c1c(C)[nH]c(C(=O)CSc2nc3ccc(C)cc3[nH]2)c1C	-7	i	-1	-1	11	-8	2	0	-9	-4
COc1ccc(CN2CCNC(=O)C2CC(=O)N(C)Cc2ccccn2)cc1OC (stereo unspecified)	0	i	-1	1	10	10	-5	-2	-15	9
COc1ccccc1C(=O)N1CCC(N2CCN(c3ccccc3)CC2)CC1	3	i	1	-3	11	2	-2	0	-6	-1
Cc1cc(-n2c(C)cc(C(=O)CCl)c2C)no1	119*	i	-2	-3	15	14	-6	-5	-15	9
COC(=O)Cn1c2ccc(C)cc2c2nc(C)sc21	2	i	-2	/	21	24	-2	4	-14	7
CCCCCN(C(=O)NC(=O)Nc1ccc(C)cc1C)S(C)(=O)=O	-6	i	-1	-3	-8	8	-3	-2	-13	-2
COc1ccc(-c2cc(=O)c3c(OC)c(OC)c(OC)c(OC)c3o2)cc1OC	29	i	4&-3	5	0	-20	1&-8	-5	-19&27	-8
Cc1nn(C)c(Oc2ccc(Cl)cc2)c1C(=O)O	11	i	0	0	9	12	1	1	-39	-13
CNC(=O)COc1ccc(Cl)c2cccnc12	6	i	-1	-2	12	-9	2	-1	-13	1
CN(C)c1cc[n+](CC(=O)Nc2cccc([N+](=O)[O-])c2)cc1	3	i	0	/	-44	-7	-3	2	-20	-7
CC(Oc1ccccc1F)C(=O)NNC(=O)CC(C)c1ccccc1 (stereo unspecified)	-1	i	/	-1	0	-40	/	2	/	-23
Cc1ccc(NC(=O)c2nnn(-c3cc(C)cc(C)c3)c2N)cc1	-50	i	3	-2	7	29	4	1	-98	11

Following part:
mol	aSyn UTR inh	PolyA inhibitor	HSP90 refold inh	GSK3A inh	AI-2 QS mod	HSF-1 act	IEC-6 cytotox	GSK3B inh	KLF5 inh	HSF1 inh
S=C1NC2(CCCCC2)NN1c1ccccc1	-35	i	-1	-2	22	10	5	-1	-26	-1
COc1ccc(Cl)cc1NC(=O)NC1CCCCC1	-24	i	-4	-3	15	-9	-7	1	-32	-1
CCc1nn(CC(=O)NCCCN2CCN(C)CC2)c(=O)c2cc3sccc3n12	2	i	-5	-1	22	17	-1	-2	-14	-5
CC(=O)Nc1ccc(S(=O)(=O)N(Cc2cccnc2)Cc2cc3ccc(C)cc3[nH]c2=O)cc1	?	i	-3	11	8	11	6	-1	-10	10
CC(=O)Nc1ccc(S(=O)(=O)N(C)c2ccccc2)cc1	17	i	-2	1	42	-11	0	2	-32	6
O=C(O)c1cc(NCc2cccs2)ccc1N1CCOCC1	-5	i	2	-1	35	-1	-1	4	-3	-7
CCN1CCN(CC(=O)Nc2ccccc2)C(=O)C1=O	24	i	-4	-3	24	4	0	-1	-37	-3
Cn1c(=O)oc2cc(S(=O)(=O)N3CCc4ccccc43)ccc21	16	i	6	3	8	-1	2	1	21	0
CCc1ccc(C(=O)COC(=O)CNC(=O)c2ccco2)cc1	3	i	2	1	20	-4	2	-1	-33	0
COc1ccc(NC(=S)NCCNC(C)=O)cc1	6	i	1	-2	21	-1	-1	-1	1	-1
COc1ccc(CCNC(=O)C2CCN(C(=O)c3cccc(Cl)c3)CC2)cc1OC	8	i	1	1	-33	19	3	5	-17	4
Cc1ccc(C)c(NC(=O)Cn2ccn(-c3ccc4c(c3)OCO4)c(=O)c2=O)c1	4	i	/	-1	42	-9	/	0	/	1
CCC(CO)NCc1sccc1C (stereo unspecified)	-5	i	-4	0	-3	3	-6	-1	-1	-12
COc1ccc(CN2[C@@H](CC(C)=O)c3cc(C(F)(F)F)ccc3S2(=O)=O)cc1	20	i	/	-2	15	-3	/	-1	/	-4
COCc1cc(/C=N\NC(=O)COc2ccccc2)ccc1OC	-2	i	1	-2	29	-3	-2	0	-56	-2
CCCCn1nnnc1NCc1cc(OC)c(OC)cc1OC	8	i	-2	1	5	-12	-3	-6	2	6
CNc1nc(SCC(=O)Nc2ccc(Cl)c(Cl)c2)nc(N2CCOCC2)n1	19	i	-4	-2	?	7	-1	1	-22	6
CCOc1ccc(CCNC(=O)C2CCCN(S(=O)(=O)c3c(C)n[nH]c3C)C2)cc1OCC (stereo unspecified)	10	i	-2	3	19	-3	1	-1	-41	0
CC1(C)CC2CC(C)(CN2C(=O)NC(=O)c2ccccc2)C1 (stereo unspecified)	1	i	-2	/	24	-1	-2	2	-24	-1
COCC(=O)Nc1ccc(C(C)C)cc1	-69	i	-3	-2	9	/	-2	0	-55	/
Cn1c(=O)c2c(nc(SCC(=O)O)n2Cc2cccc(C(F)(F)F)c2)n(C)c1=O	7	i	-1	-5	17	4	6	3	3	0
COc1cccc(-c2nnc(SCCC(=O)O)n2C)c1	-8	i	2	7	21	-6	-2	-2	-7	-5
CSCCC(NC(=O)OC(C)(C)C)C(=O)NC(C(=O)NC(CC(C)C)C(N)=O)C(C)C (stereo unspecified)	-7	i	1	1	11	1	-8	2	-66	-2

Source: PubChem (several laboratories)
